# Bioassay records from PubChem.
# HCMV inh – inhibitors of human cytomegalovirus. HFF cells, HCMV-luciferase reporter, 72 h; hits give low values. activity change, negative = inhibition, % at 57.5 µM. 410,000 compounds, 4.5% hits. AID 1259415; in the data active = activity change below about -60%; inconclusive = no clear call, values can overlap the other calls; inactive = above about -39%
#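 Screen run at 2 compound doses on HFFs infected with reporter HCMV, MOI 1 PFU/cell. Luciferase activity from cell lysates at 72 h post infection gave inhibition relative to buffer-only and Salinomycin wells.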
# HCV inh – inhibitors of hepatitis C virus infection | 340,000 compounds, 3.4% hits | Huh7.5.1 HCVcc-Cre infection, luciferase reporter, 44 h | Potency, µM (highest dose often 41.8 µM), without a hit: top-dose activity change, negative = inhibition, hits mostly inhibitors; also: potency is read from the fitted curve at half-maximal effect
#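 Antiviral activity was scored by luciferase reporter output from cells infected with HCVcc-Cre (~0.5 moi) in presence of compound, 44 h infection period, cells seeded 1,000/well 4 h prior.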
# AmpC inh detg – blocks E. coli AmpC beta-lactamase in detergent assay | P00811 | AmpC hydrolysis of nitrocefin, absorbance 480 nm, 0.01% Triton | Potency, µM (series often up to 114 µM), for the others: at the top dose activity change, negative = inhibition, actives largely listed as inhibitors | 370,000 compounds, 0.041% hits;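 also: potency is read from the fitted curve at half-maximal effect; 0% = no-compound wells and -100% = no-enzyme wells; nearly all actives have a fitted effect of over 25% in size; some results filed as inactive show a strong effect at the top dose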
# Target sequence (P00811 whole entry, looked up): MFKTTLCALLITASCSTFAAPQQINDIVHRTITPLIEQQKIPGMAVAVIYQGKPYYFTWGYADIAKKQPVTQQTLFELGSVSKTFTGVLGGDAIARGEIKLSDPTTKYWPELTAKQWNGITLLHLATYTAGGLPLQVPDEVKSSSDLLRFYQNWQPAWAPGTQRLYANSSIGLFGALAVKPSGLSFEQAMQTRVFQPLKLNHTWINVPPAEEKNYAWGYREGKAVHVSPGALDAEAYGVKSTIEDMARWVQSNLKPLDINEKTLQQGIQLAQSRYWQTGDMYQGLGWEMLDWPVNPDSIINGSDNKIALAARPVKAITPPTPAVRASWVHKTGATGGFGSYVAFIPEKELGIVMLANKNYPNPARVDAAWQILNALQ
#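 AmpC (5.3 nM in the dispensed reagent) in 20 mM phosphate pH 7.0 with 0.01% (detergent screen) or 0.0001% Triton X-100 was preincubated with compounds for 15 min at room temperature. Nitrocefin was then added from an 800 uM solution, and hydrolysis was followed at 480 nm.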
# Tb PYK inh – T. brucei pyruvate kinase inhibition. 410,000 compounds, 0.12% hits. Potency, µM (doses to about 76.8 µM), without a hit: top-dose activity, negative = inhibition, usual class: inhibitors. TbPYK enzyme, Kinase-Glo Plus ATP luminescence, 45 min. Q57TT1; also: potency is read from the fitted curve at half-maximal effect; nearly all actives have a fitted effect of over 50% in size
#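 Glycolytic pyruvate kinase of T. brucei was incubated with substrate, test compound and 130 uM ADP for 45 minutes at room temperature. Luminescent Kinase-Glo Plus signal was measured after 10 minutes.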
# LmPK inh – LmPK (Leishmania mexicana) enzyme inhibition. Q27686. purified LmPK, Kinase-Glo ATP luminescence, 1 h. Potency, µM (highest dose often 57.5 µM), without a hit: top-dose activity change, negative = inhibition, hits mostly inhibitors. 290,000 compounds, 0.37% hits. AID 1721; also: potency is read from the fitted curve at half-maximal effect
# Target sequence (Q27686 whole entry, looked up): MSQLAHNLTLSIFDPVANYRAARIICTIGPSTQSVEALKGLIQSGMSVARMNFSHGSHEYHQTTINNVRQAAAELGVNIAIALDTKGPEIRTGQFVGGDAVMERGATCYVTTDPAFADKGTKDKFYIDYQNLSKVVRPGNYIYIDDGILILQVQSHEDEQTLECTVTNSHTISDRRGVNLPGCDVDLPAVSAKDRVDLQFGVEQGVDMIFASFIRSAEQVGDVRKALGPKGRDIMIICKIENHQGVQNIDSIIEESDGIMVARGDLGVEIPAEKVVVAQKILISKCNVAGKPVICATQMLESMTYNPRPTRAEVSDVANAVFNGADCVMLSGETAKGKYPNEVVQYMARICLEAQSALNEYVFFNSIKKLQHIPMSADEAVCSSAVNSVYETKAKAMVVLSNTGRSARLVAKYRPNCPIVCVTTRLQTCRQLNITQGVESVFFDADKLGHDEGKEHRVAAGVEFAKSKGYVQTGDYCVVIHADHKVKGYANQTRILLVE
#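 Kinase-Glo luminescence read after 1 h RT reaction of 0.1 nM LmPK with 0.5 mM PEP and 0.1 mM ADP. Activity scaled between uninhibited and enzyme-free controls.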
# AmpC no deterg – blocks E. coli AmpC beta-lactamase in detergent-free assay; P00811; Potency, µM (top dose mostly 57.1 µM), for inactives: at the highest dose activity change, negative = inhibition, hits mostly inhibitors; AmpC nitrocefin hydrolysis, absorbance 480 nm, 0.0001% Triton; 330,000 compounds, 0.52% hits; AID 485341;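 also: potency is read from the fitted curve at half-maximal effect; plate controls were no compound for no effect and no enzyme for full effect; nearly all actives have a fitted effect of over 20% in size; some results filed as inactive show a strong effect at the top dose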
#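 AmpC (5.3 nM in the dispensed reagent) in 20 mM phosphate pH 7.0 with 0.01% (detergent screen) or 0.0001% Triton X-100 was preincubated with compounds for 15 min at room temperature. Nitrocefin was then added from an 800 uM solution, and hydrolysis was followed at 480 nm.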
# AMA1-RON2 inh – disrupts binding of P. falciparum AMA1 to RON2 | Potency, µM (series often up to 58.2 µM), for inactives: top-dose activity change, negative = inhibition, hits mostly inhibitors | AID 720542 | 360,000 compounds, 0.2% hits | AlphaScreen AMA1-biotinylated RON2 peptide binding;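 also: potency is read from the fitted curve at half-maximal effect; 0% = vehicle wells and -100% = peptide control; nearly all actives have a fitted effect of over 45% in size; some results filed as inactive show a strong effect at the top dose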
#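 AMA1 (3D7) with his tag at 25 nM final met compounds first, then biotinylated RON2 peptide at 25 nM; detection used donor plus acceptor beads, 10 µg/mL apiece, read by AlphaScreen after 30 min at room temperature.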
# * hit, by the source's call; ? = inconclusive; nt = not tested or not shown; & = joins results of further samples; [ ] = remark or other dose. Unless noted, calls follow the shape of the dose curve; as a rule, active = well fitted curve in the direction sought with a large enough effect; inconclusive = small, poorly fitted or top-dose-only effect, or another doubt; inactive = no such curve, though single readings can be large; an effect the other way counts as inactive or inconclusive. Unless noted, % is scaled to controls: 0 for no effect and ±100 for the full control effect.
SMILES,HCMV inh,HCV inh,AmpC inh detg,Tb PYK inh,LmPK inh,AmpC no deterg,AMA1-RON2 inh
COc1cc2c(cc1OC)n(Cc1cccc(C(F)(F)F)c1)c(=O)n1nc(-c3ccccc3)nc21,-4,nt,0%,-7%,nt,nt,nt
CC(Oc1ccc2c(-c3ccccc3)cc(=O)oc2c1)C(=O)N1CCOCC1 (configuration not stated),-27,-25%,nt,-4%,nt,40%,6%
O=S(=O)(c1ccc(Br)cc1)N1CCN(Cc2ccco2)CC1,-12,27%,-7%,-1%,1%,21%,-4%
Cc1cccc(CN2CCN(Cc3nc4c(s3)CCCC4)CC2CCO)n1 (configuration not stated),-32,12%,-6%,4%,0%,64%[activator],25%
COc1cccc(CNC(=O)COc2ccc(C(=O)c3ccccc3)cc2)c1,-37,?,?,2%,2%,-24%,10%
COc1ccc(CCC(C)NC(=O)Cc2ccc(OC)c(OC)c2)c(OC)c1 (configuration not stated),9,7.1µM*,-6%,0%,1%,43%,-2%
NC(=O)CC(NC(=O)c1ccc(Br)cc1)c1ccc(N2CCC(Cc3ccccc3)CC2)c([N+](=O)[O-])c1 (configuration not stated),6,?,-9%,1%,0%,-39%,-12%
O=C(O)C1CCN(c2ccccc2[N+](=O)[O-])CC1,48,-17%,-12%,-13%,9%,-13%,-3%
Cc1ccc2c(C)c(C(=O)Nc3c(C)n(C)n(-c4ccccc4)c3=O)oc2c1,26,-4%,?,1%,-2%,6%,-4%
NN1C(=O)c2cccc3c(C(=O)O)ccc(c23)C1=O,37,-1%,?,-5%,-2%,-10%,1%
CC(=O)N1CCc2cc(S(=O)(=O)NC(Cc3ccccc3)C(=O)Nc3cc(C)ccn3)ccc21 (configuration not stated),?,-20%,?,-6%,5%,-10%,5%
CCn1cc(C(=O)O)c(=O)c2cc(F)c(N3CCN(C(=S)NC(=O)c4ccc(Br)cc4)CC3)cc21,-5,?,0%,-18%,-2%,-2%,84%[activator]
CC(OC(=O)CCN=C1NS(=O)(=O)c2ccccc21)C(=O)Nc1ccc(S(N)(=O)=O)cc1 (configuration not stated),10,?,-3%,5%,nt,-1%,0%
CCNC(=O)C(=O)Nc1ccc2c(c1)N(S(=O)(=O)c1cccs1)CCC2,-5,5%,?,-6%,nt,-25%,11%
CCCc1ccc2oc(C(=O)N3CCNC(=O)C3CC(=O)OC)c(C)c2c1 (configuration not stated),17,29%,-3%,-1%,-11%,130%[activator],-3%
CC(OC(=O)C1CCCO1)C(=O)NC1CCCC1 (configuration not stated),-23,nt,-11%,4%,-4%,-15%,2%
CCCc1cc(-c2[nH]ncc2-c2ccc3c(c2)OCCCO3)c(O)cc1OC,-6,?,-5%,nt,0%,-9%,nt
COc1cccc(NC(=O)c2cnn(-c3ccccc3)c2-n2cccc2)c1,-63*,nt,4%,0%,nt,nt,nt
COc1ccc(Br)c(/C=N/NC(=O)COc2ccc(-c3ccccc3)cc2)c1,16,7.9µM*,3%,-8%,6%,nt,-4%
C=CCSc1ccccc1C(=O)Nc1ncn[nH]1,24,11%,?,5%,2%,-9%,69%[activator]
COc1ccc(-c2ccc(CN3C(C)C(=O)N(Cc4cn(CC5CCCCC5)nn4)CCS3(=O)=O)cc2)cc1 (configuration not stated),-26,nt,nt,-2%,nt,nt,-9%
CCCCc1ccc(N=N/C(C(=O)Nc2ccccc2OC)=C(/C)O)cc1,-28,13%,-15%,-15%,-2%,-15%,-7%
O=C(CC1OC(=O)c2ccccc21)Nc1cc(Cl)ccc1N1CCCC1 (configuration not stated),-12,?,?,1%,nt,78%[activator],7%
COc1cc2ccnc(C=NO)c2cc1OC,-22,nt,nt,-13%,nt,nt,-46%
O=C(NC1CCCc2ccccc21)C1CCN(S(=O)(=O)c2ccccc2F)CC1 (configuration not stated),?,?,?,-7%,-1%,-34%,-4%

# Later entries:
SMILES,HCMV inh,HCV inh,AmpC inh detg,Tb PYK inh,LmPK inh,AmpC no deterg,AMA1-RON2 inh
COCCn1c(N)c(NCc2ccccc2)c(=O)[nH]c1=O,6,28%,-14%,-1%,0%,-9%,12%
FC(c1nc2ccccc2[nH]1)C(F)(F)F (configuration not stated),-23,3%,-3%,1%,7%,-6%,8%
CN(C)c1ccc(C2N(C(=O)N3CCOCC3)CCN2S(=O)(=O)c2ccccc2)cc1 (configuration not stated),81,12%,-12%,-3%,0%,-16%,-9%
Cc1ccc(-n2nc(CO)c(C(=O)NCCc3ccccc3)n2)cc1C,15,nt,?,1%,nt,nt,nt
CNCCCC12CCC(c3ccccc31)c1ccccc12,?,?,?,-5%&-13%&2%&-7%,2%&-11%&1%&-6%,49%&28%&39%&25%,-2%&8%&0%
O=C(O)c1ccccc1Sc1c([N+](=O)[O-])cc(C(F)(F)F)cc1[N+](=O)[O-],-32,-15%,0%,-2%,0%[11.5 µM],-13%,5%
COC(=O)c1ccccc1NC(=O)CCCn1c(=O)c2cccn2c2cccnc21,9,nt,2%,1%,nt,nt,nt
Cn1nc(C(=O)NCC(=O)Nc2ccc(F)c(F)c2F)c2ccccc2c1=O,0,4%,0%,24%,nt,-5%,-7%
COc1ccc(C2N(C(=O)N3CCOCC3)CCN2S(=O)(=O)c2ccc(C)cc2)cc1 (configuration not stated),-2,nt,?,6%,-4%,54%,21%
COC(=O)CNC(=O)C(C)(C)Oc1ccc(Cl)cc1,25,12%,-7%,1%,3%,-1%,4%
O=C(NCc1ccc2c(c1)OCO2)C1CC(=O)N(CCc2ccc(Cl)cc2)C1 (configuration not stated),15,12%,-12%,-5%,-6%,33%,7%
O=C(CSc1nnnn1-c1ccccc1)NCc1cccs1,23,17%,-2%,1%,6%,-11%,20%
CC(=O)N1CCN(c2ccc(NC(=O)/C=C/c3ccccc3)cc2)CC1,-7,-4%,1%,-2%,-3%,11%,-18%
O=C(Cc1csc(NC(=O)c2ccc(F)cc2)n1)NO,12,2%,-12%,3%,3%,-10%,87%[activator]
COC(=O)c1cc2c(ccn2-c2ccc(F)cc2)n1CC(=O)N1CCN(C(=O)c2ccco2)CC1,0,-30%,8%,-1%,3%,-6%,9%
O=C(CC(c1ccccc1)c1ccco1)Nc1nccs1 (configuration not stated),-3,0%,?,-8%,0%,-35%,-19%
COc1ccc(CC(=O)N/N=C/C=C/c2ccc3c(c2)OCO3)cc1OC,-14,-23%,5%,2%,-3%,-8%,29%
CC(C)C(=O)Nc1cccc(NC(=S)NC(=O)c2ccc(Cl)cc2)c1,-73*,?,1%,-7%,3%,-20%,57%[activator]
COc1cccc(CNc2nc(NC(C)C)nc3ccsc23)c1OC,-40,nt,nt,3%,nt,nt,-8%
CCN(CC)CCn1c(N)c(S(=O)(=O)c2ccccc2)c2nc3ccccc3nc21,nt,?,-1%,5%,1%,-3%,21%
O=c1[nH]nc(Cc2ccc3ccccc3n2)c2ccccc12,135,?,7%,0%,-1%,-12%,-4%
OC(CNCCc1ccc(Cl)cc1)COc1ccc2ccccc2c1 (configuration not stated),-37,?,4%,0%,-1%,27%,4%
CCC1(C)Cc2c(sc3nnn(Cc4ccccc4Cl)c(=O)c23)CO1 (configuration not stated),-60*,?,-3%,4%,3%,-7%,3%
CCCCOc1ccc(C2C(C(=O)c3cccs3)=C(O)C(=O)N2CCN2CCOCC2)cc1 (configuration not stated),13,19%,-7%,-5%,4%,3%,-4%
COc1ccc(C(=O)N/C(=C\c2ccccc2)C(=O)Nc2cccc(C(=O)O)c2)cc1,-7,6%,-12%,3%,0%,-34%,-5%

# Single records, as listed above. Order of screens: HCMV inh, HCV inh, AmpC inh detg, Tb PYK inh, LmPK inh, AmpC no deterg, AMA1-RON2 inh
# `COc1ccc(C2N(C(=O)N3CCOCC3)CCN2S(=O)(=O)c2ccc(C)cc2)cc1` (configuration not stated) is listed with -2, nt, ?, 6%, -4%, 54%, 21%
# `COc1cc2ccnc(C=NO)c2cc1OC` is listed with -22, nt, nt, -13%, nt, nt, -46%

# The results go on.
SMILES,HCMV inh,HCV inh,AmpC inh detg,Tb PYK inh,LmPK inh,AmpC no deterg,AMA1-RON2 inh
COc1ccc(CNc2ncnc3c2nnn3C)cc1,7,nt,-4%,1%,nt,nt,nt
CCOc1ccccc1/C=N/Nc1nc(C)cc(=O)[nH]1,nt,-6%,3%,1%,-1%,-15%,49%[activator]
Cc1cccc2cc(COC(=O)C3CCCO3)c(=O)[nH]c12 (configuration not stated),4,13%,-9%,-7%,-3%,-1%,-1%
COC(=O)c1c(NC(=O)c2ccc(C)cc2)sc(Cc2ccccc2)c1C,-21,-14%,?,-4%,12%,-23%,6%
CC(C)[C@H]1COCCS(=O)(=O)N1Cc1ccc(Cl)cc1,-26,17%,-12%,3%,-3%,28%,22%
COc1ccc(C(=O)Nc2cc(-c3cccc(C)c3)nn2-c2ccccc2)cc1,38,nt,-6%,3%,nt,nt,nt
CC(C)Nc1ncnc2c1ncn2[C@H]1CN(Cc2ccncc2)C[C@@H](CO)O1,24,nt,nt,-6%,nt,nt,1%
COc1ccc(CC(N)c2csc(NC(=O)Cc3ccccc3)n2)cc1 (configuration not stated),?,nt,nt,5%,nt,nt,82%[activator]
COCCCn1c(=S)[nH]c2ncccc2c1=O,2,12%,6%,-1%,-6%,-20%,0%
C=CCn1c(O)c(C(CC)=NC2CC2)c(=O)[nH]c1=O,51,6%,-15%,-8%,2%,-31%,-9%
CCOC(=O)C1=C(C)NC(=O)NC1c1ccc(OCC(=O)N2CCCCC2)cc1 (configuration not stated),-2,5%,-16%,-5%,1%,-10%,4%
O=C(C1CCC(N2C(=O)C3CC=CCC3C2=O)CC1)N1CCCCC1 (configuration not stated),-5,4%,-9%,?,2%,9%,-7%
CCOC(=O)C1=CN(Cc2cccc(F)c2)S(=O)(=O)N(C)C1c1ccc(C(F)(F)F)cc1 (configuration not stated),-20,?,nt,0%,nt,-15%,-5%

# Exported tab-delimited: 6 of the compounds above
Compound	HCMV inh	HCV inh	AmpC inh detg	Tb PYK inh	LmPK inh	AmpC no deterg	AMA1-RON2 inh
COc1ccc(CC(N)c2csc(NC(=O)Cc3ccccc3)n2)cc1 (configuration not stated)	?	nt	nt	5%	nt	nt	82%[activator]
CCOc1ccccc1/C=N/Nc1nc(C)cc(=O)[nH]1	nt	-6%	3%	1%	-1%	-15%	49%[activator]
CCOC(=O)C1=CN(Cc2cccc(F)c2)S(=O)(=O)N(C)C1c1ccc(C(F)(F)F)cc1 (configuration not stated)	-20	?	nt	0%	nt	-15%	-5%
COc1ccc(C(=O)Nc2cc(-c3cccc(C)c3)nn2-c2ccccc2)cc1	38	nt	-6%	3%	nt	nt	nt
COC(=O)c1c(NC(=O)c2ccc(C)cc2)sc(Cc2ccccc2)c1C	-21	-14%	?	-4%	12%	-23%	6%
CC(C)[C@H]1COCCS(=O)(=O)N1Cc1ccc(Cl)cc1	-26	17%	-12%	3%	-3%	28%	22%
